NSD2 block: inhibitors of human NSD2, primary screen, biochemical, plate reader, single point. NSD2-SET H3K36me1 DELFIA fluorescence. inhibition, % at 12.5 µM. 44,000 tested, 0.07% active. AID 624260, 2012; in the data active = inhibition above about 54%, passing the limit was not always enough;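 note: inhibitors reduce the monomethyl H3K36 fluorescence signal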
Numbers without * were called inactive. This is a subset; count on the stated rates, not on these rows.

cpd	Compound	NSD2 block
1	Cc1noc(C)c1NC(=O)N(C)C[C@@H]1Oc2c(NS(C)(=O)=O)cccc2C(=O)N([C@@H](C)CO)C[C@@H]1C	-3
2	C[C@H](CO)N1C[C@H](C)[C@@H](CN(C)C(=O)Nc2ccc3c(c2)OCO3)Oc2ccc(NS(=O)(=O)c3ccc(Cl)cc3)cc2C1=O	1
3	Cc1ccc(-c2csc3ncnc(SCc4csc(C)n4)c23)cc1	-15
4	CN(C)c1ccc(/C=N/NC(=O)c2ccccc2O)cc1	1
5	C[C@H]1CN([C@@H](C)CO)C(=O)c2cccc(NC(=O)NC3CCCCC3)c2O[C@H]1CN(C)Cc1ccc2c(c1)OCO2	-1
6	O=C(CCCCCC(=O)Nc1ccccc1O)N/N=C/c1cccc(C(=O)O)c1	-5
7	C[C@@H]1CN([C@@H](C)CO)S(=O)(=O)c2ccc(-c3ccc(F)cc3)cc2O[C@@H]1CN(C)CC1CC1	4
8	C[C@H](CO)N1C[C@H](C)[C@H](CN(C)C(=O)C2CC2)OCc2cnnn2CCCC1=O	4
9	C=CCNC(=O)[C@H]1[C@@H]2C(=O)O[C@@H](c3ccccc3)[C@@H](c3ccccc3)N2[C@@H](c2ccc(OCCO)cc2)[C@]12C(=O)N(C(=O)OCCOC)c1ccc(C#Cc3ccc(OC)cc3)cc12	-2
10	COc1ccc(NC(=O)N(C)C[C@H]2OCCCC[C@H](C)Oc3ccc(NS(=O)(=O)c4ccccc4)cc3C(=O)N([C@@H](C)CO)C[C@@H]2C)cc1	-7
11	C[C@H]1CN([C@@H](C)CO)C(=O)c2cccc(NS(=O)(=O)c3ccc(F)cc3)c2O[C@@H]1CN(C)C(=O)Nc1cccc2ccccc12	3
12	Cc1cc(C)nc(SC2CCCCC2NS(=O)(=O)c2ccc(Cl)cc2)n1 (stereo not drawn)	-2
13	CNC[C@H]1Oc2ccc(NC(=O)Nc3ccccc3)cc2CC(=O)N([C@@H](C)CO)C[C@@H]1C	-1
14	CC(C)C#Cc1cnc2c(c1)C(=O)N([C@@H](C)CO)C[C@H](C)[C@H](CN(C)C(=O)c1ccccc1F)O2	-1
15	CC(C)CC#Cc1cnc2c(c1)C(=O)N([C@H](C)CO)C[C@@H](C)[C@H](CN(C)Cc1ccc(F)cc1)O2	-9
16	Cc1noc(C)c1S(=O)(=O)N(C)C[C@H]1Oc2ccc(NC(=O)Cn3cnnn3)cc2CC(=O)N([C@H](C)CO)C[C@@H]1C	8
17	COc1ccc(NC(=O)Nc2ccc3c(c2)C(=O)N([C@H](C)CO)C[C@@H](C)[C@@H](CN(C)Cc2ccc4c(c2)OCO4)O3)cc1	-5
18	CN(C1CCCCC1)S(=O)(=O)c1cc(Br)cc2c1N(C(=O)C1CC1)CC2	2
19	Cc1ccc(S(=O)(=O)Nc2ccc3c(c2)CC(=O)N([C@H](C)CO)C[C@H](C)[C@H](CN(C)Cc2ccc4c(c2)OCO4)O3)cc1	-5
20	C[C@@H]1CN([C@@H](C)CO)C(=O)c2cc(-c3cccc(F)c3)cnc2O[C@H]1CN(C)S(=O)(=O)c1cccc(F)c1	-1
21	C[C@H]1CN([C@@H](C)CO)C(=O)c2cc(NS(=O)(=O)c3ccc(F)cc3)ccc2O[C@H]1CN(C)C(=O)Nc1ccc(C(F)(F)F)cc1	0
22	C[C@H]1CN([C@@H](C)CO)C(=O)c2cc(NS(=O)(=O)c3ccccc3)ccc2O[C@H]1CN(C)Cc1ccccc1	-8
23	C[C@H]1CN([C@@H](C)CO)C(=O)c2cccc(NS(=O)(=O)c3ccc(F)cc3)c2O[C@H]1CN(C)Cc1ccc(-c2ccccc2)cc1	1
24	CC(C)OC(=O)c1cc2c(OCC(O)CNC(C)(C)C)cccc2[nH]1 (stereo not drawn)	-5
25	C[C@H]1CN([C@@H](C)CO)S(=O)(=O)c2ccc(C#Cc3ccccn3)cc2O[C@@H]1CN(C)C	5

Down the list, from the results shown.
NSD2 block for entries 16–22: 8, -5, 2, -5, -1, 0, -8

An excerpt from above in order of the NSD2 block value, high to low:
cpd	Compound	NSD2 block
18	CN(C1CCCCC1)S(=O)(=O)c1cc(Br)cc2c1N(C(=O)C1CC1)CC2	2
2	C[C@H](CO)N1C[C@H](C)[C@@H](CN(C)C(=O)Nc2ccc3c(c2)OCO3)Oc2ccc(NS(=O)(=O)c3ccc(Cl)cc3)cc2C1=O	1
20	C[C@@H]1CN([C@@H](C)CO)C(=O)c2cc(-c3cccc(F)c3)cnc2O[C@H]1CN(C)S(=O)(=O)c1cccc(F)c1	-1
12	Cc1cc(C)nc(SC2CCCCC2NS(=O)(=O)c2ccc(Cl)cc2)n1 (stereo not drawn)	-2
6	O=C(CCCCCC(=O)Nc1ccccc1O)N/N=C/c1cccc(C(=O)O)c1	-5
15	CC(C)CC#Cc1cnc2c(c1)C(=O)N([C@H](C)CO)C[C@@H](C)[C@H](CN(C)Cc1ccc(F)cc1)O2	-9

More compounds:
cpd	Compound	NSD2 block
26	COc1ccc(S(=O)(=O)Nc2ccc3c(c2)C(=O)N([C@@H](C)CO)C[C@H](C)[C@@H](CN(C)C(=O)Nc2cccc4ccccc24)OCCCC[C@@H](C)O3)cc1	-5
27	C[C@@H]1CN([C@@H](C)CO)C(=O)Cc2cc(NC(=O)Nc3ccc(F)cc3)ccc2O[C@H]1CN(C)CC1CCCCC1	-6
28	C[C@@H]1CN([C@H](C)CO)C(=O)Cc2cc(NC(=O)CCCCCC(=O)Nc3ccccc3N)ccc2O[C@H]1CN(C)Cc1ccc(-c2ccccc2)cc1	-6
29	COc1ccccc1C#Cc1cnc2c(c1)C(=O)N([C@H](C)CO)C[C@H](C)[C@@H](CN(C)C(=O)CN(C)C)O2	3
30	Cc1noc(C)c1NC(=O)Nc1ccc2c(c1)C(=O)N([C@H](C)CO)C[C@H](C)[C@H](CN(C)C(=O)Nc1c(C)noc1C)O2	-2
31	C[C@@H]1CN([C@H](C)CO)C(=O)c2c(c3ccccc3n2C)-c2ccccc2CO[C@@H]1CN(C)C(=O)c1ccc(F)cc1	2
32	C[C@@H]1CN([C@H](C)CO)C(=O)c2cccc(NS(=O)(=O)c3ccccc3)c2O[C@@H]1CN(C)S(=O)(=O)c1ccccc1	-3
33	OC(CSc1cccc2cccnc12)Cn1c2ccccc2c2ccccc21 (stereo not drawn)	0
34	CC(C)NC(=O)Nc1ccc2c(c1)C(=O)N([C@H](C)CO)C[C@@H](C)[C@H](CN(C)S(C)(=O)=O)O2	0
35	COC(=O)c1cc(O)cc(OC)c1Oc1c(Cl)c(C)c(Cl)c(O)c1C(=O)O	13
36	Cc1noc(C)c1S(=O)(=O)Nc1ccc2c(c1)C(=O)N([C@H](C)CO)C[C@@H](C)[C@@H](CN(C)S(=O)(=O)c1ccc(Cl)cc1)OCCCC[C@H](C)O2	-7
37	C[C@@H]1CN([C@@H](C)CO)S(=O)(=O)c2ccc(C#CC3CC3)cc2O[C@H]1CN(C)Cc1cccc(F)c1	-1
38	C[C@H]1CN([C@@H](C)CO)C(=O)Cc2cc(NC(=O)c3ccncc3)ccc2O[C@@H]1CN(C)C	-3
39	CC(C)NC(=O)N(C)C[C@@H]1Oc2ccc(N(C)C)cc2CC(=O)N([C@H](C)CO)C[C@H]1C	0
40	Cc1ccc(-c2ccc3c(c2)O[C@@H](CN(C)C(=O)CN(C)C)[C@H](C)CN([C@@H](C)CO)S3(=O)=O)cc1	-4
41	COCC(=O)N(C)C[C@H]1Oc2cc(C#CCN(C)C)ccc2S(=O)(=O)N([C@H](C)CO)C[C@@H]1C	6
42	C[C@@H]1CN([C@@H](C)CO)C(=O)c2cccc(NS(C)(=O)=O)c2O[C@@H]1CN(C)C(=O)Nc1ccc(F)cc1	5
43	O=C1NCC(=O)N2[C@@H]1C[C@@H](C(=O)NCc1ccc(F)cc1)[C@H]2c1cccc(OCCO)c1	-1
44	CS(=O)(=O)Nc1ccc2c(c1)[C@@H]1C[C@H](CC(=O)NCc3ccccn3)O[C@@H](CO)[C@@H]1O2	4
45	COc1ccc(S(=O)(=O)N(C)C[C@H]2Oc3cc(C#CC4CCCC4)ccc3S(=O)(=O)N([C@@H](C)CO)C[C@H]2C)cc1	0
46	CCCN(C)C[C@@H]1Oc2ncc(-c3ccccc3)cc2C(=O)N([C@H](C)CO)C[C@H]1C	-2
47	COc1ccc(S(=O)(=O)Nc2ccc3c(c2)C(=O)N([C@@H](C)CO)C[C@H](C)[C@@H](CN(C)Cc2ccncc2)O3)cc1	0
48	COc1ccc(S(=O)(=O)Nc2ccc3c(c2)C(=O)N([C@H](C)CO)C[C@H](C)[C@@H](CN(C)C(=O)NC2CCCCC2)OCCCC[C@@H](C)O3)cc1	0
49	C[C@@H]1CN([C@H](C)CO)C(=O)Cc2cc(NC(=O)Nc3ccc(F)cc3)ccc2O[C@H]1CN(C)S(=O)(=O)c1ccccc1	-17
50	C[C@H]1CN([C@@H](C)CO)C(=O)c2cc(NC(=O)Cc3ccccc3)ccc2O[C@@H]1CN(C)S(=O)(=O)c1ccc(F)cc1	-4

Continuation:
No. | Structure | NSD2 block
51 | COc1ccc(S(=O)(=O)N(C)C[C@@H]2Oc3ncc(C#Cc4ccc(F)cc4)cc3C(=O)N([C@H](C)CO)C[C@@H]2C)cc1 | -2
52 | COc1cccc(S(=O)(=O)N(C)C[C@@H]2Oc3ncc(C#CC(C)C)cc3C(=O)N([C@H](C)CO)C[C@H]2C)c1 | 5
53 | C[C@H](O)C#Cc1ccc2c(c1)O[C@@H](CN(C)Cc1cncnc1)[C@H](C)CN([C@H](C)CO)S2(=O)=O | 1
54 | C[C@H]1CN([C@@H](C)CO)C(=O)c2cccc(NC(=O)Nc3cccc4ccccc34)c2O[C@H]1CN(C)CC1CCCCC1 | 6
55 | C[C@@H]1CN([C@@H](C)CO)C(=O)c2cccc(NS(=O)(=O)c3cn(C)cn3)c2O[C@@H]1CN(C)Cc1ccc(Oc2ccccc2)cc1 | -1
56 | C[C@@H]1CN([C@@H](C)CO)S(=O)(=O)c2ccc(-c3cccnc3)cc2O[C@H]1CN(C)Cc1ccncc1 | -3
57 | COc1ccc(S(=O)(=O)Nc2ccc3c(c2)C(=O)N([C@H](C)CO)C[C@@H](C)[C@H](CN(C)C)O3)cc1 | 1
58 | Cc1noc(C)c1S(=O)(=O)Nc1cccc2c1O[C@H](CN(C)Cc1ccc(-c3ccccc3)cc1)[C@H](C)CN([C@@H](C)CO)C2=O | -6
59 | C[C@@H]1CN([C@@H](C)CO)C(=O)c2cc(NC(=O)C3CCCCC3)ccc2O[C@@H]1CN(C)S(=O)(=O)c1ccc(F)cc1 | -4
60 | C[C@H](CO)N1C[C@H](C)[C@@H](CN(C)Cc2cccnc2)Oc2ncc(-c3cccc(F)c3)cc2C1=O | 18
61 | C[C@H]1CN([C@@H](C)CO)C(=O)c2cccc(NS(=O)(=O)c3cn(C)cn3)c2O[C@@H]1CN(C)Cc1ccc(Oc2ccccc2)cc1 | 0
62 | CCC(=O)NC1CCc2cccc(OC)c2C1 (stereo not drawn) | 2
63 | C[C@@H]1CN([C@@H](C)CO)C(=O)c2cc(-c3cccnc3)cnc2O[C@@H]1CN(C)C(=O)c1ccccc1F | 4
64 | Cc1cccc(C(=O)O)c1O | -1
65 | C[C@@H]1CCCCO[C@H](CN(C)C)[C@H](C)CN([C@@H](C)CO)C(=O)c2cc(NC(=O)CCC(F)(F)F)ccc2O1 | 2
66 | Cc1noc(C)c1S(=O)(=O)Nc1ccc2c(c1)CC(=O)N([C@H](C)CO)C[C@@H](C)[C@@H](CN(C)Cc1ccc(C(=O)Nc3ccccc3N)cc1)O2 | 2
67 | C[C@@H]1CN([C@H](C)CO)C(=O)c2cc(NS(C)(=O)=O)ccc2O[C@H]1CN(C)CC1CCCCC1 | -1
68 | CC(=O)N(C)C[C@H]1Oc2ncc(C#CCC3CCCC3)cc2C(=O)N([C@H](C)CO)C[C@@H]1C | -3
69 | COc1ccc(S(=O)(=O)N(C)C[C@H]2Oc3c(NC(=O)Nc4ccc(C(F)(F)F)cc4)cccc3C(=O)N([C@@H](C)CO)C[C@@H]2C)cc1 | -8
70 | C[C@@H]1CCCCO[C@H](CN(C)C(=O)CCCN(C)C)[C@@H](C)CN([C@@H](C)CO)C(=O)c2cc(NC(=O)CCC(F)(F)F)ccc2O1 | -2
71 | C[C@@H]1CN([C@@H](C)CO)C(=O)c2cccc(NC(=O)CCCCCC(=O)Nc3ccccc3N)c2O[C@@H]1CN(C)Cc1ccccc1 | -3
72 | C[C@H]1CN([C@@H](C)CO)C(=O)c2cccc(NC(=O)c3cnccn3)c2O[C@@H]1CN(C)C(=O)Nc1ccc(C(F)(F)F)cc1 | -1
73 | C[C@@H]1CN([C@@H](C)CO)C(=O)Cc2cc(NC(=O)CCC(F)(F)F)ccc2O[C@@H]1CN(C)CC1CCCCC1 | 2
74 | COCC#Cc1ccc2c(c1)O[C@@H](CN(C)C(=O)CC1CC1)[C@H](C)CN([C@@H](C)CO)S2(=O)=O | 2
75 | C[C@@H]1CN([C@@H](C)CO)C(=O)c2cc(-c3ccc(C(=O)N(C)C)cc3)cnc2O[C@H]1CN(C)C(=O)CN(C)C | 14
76 | Cc1ccc2oc(-c3cc(NC(=O)c4ncn[nH]4)ccc3O)nc2c1 | 2
77 | C[C@@H]1CCCCO[C@@H](CN(C)C)[C@@H](C)CN([C@H](C)CO)C(=O)c2cc(NC(=O)Nc3ccccc3)ccc2O1 | 0
78 | C[C@@H]1CCCCO[C@H](CN(C)C(=O)Cc2ccccc2)[C@H](C)CN([C@H](C)CO)C(=O)c2cc(NC(=O)CCC(F)(F)F)ccc2O1 | 3
79 | CCCCCN=C(N)N/N=C/c1c[nH]c2ccc(OC)cc12 | -3
80 | C[C@@H]1CCCCO[C@H](CN(C)C)[C@H](C)CN([C@H](C)CO)C(=O)c2cc(NC(=O)CCC(F)(F)F)ccc2O1 | 7

Copied from the list.
Reading for cpd 78 under NSD2 block: 3
Reading for cpd 75 under NSD2 block: 14
Reading for cpd 62 under NSD2 block: 2

Further records follow.
No. | Structure | NSD2 block
81 | COc1ccc(N(CC(=O)O)S(C)(=O)=O)cc1 | 3
82 | C[C@H]1CN([C@@H](C)CO)C(=O)Cc2cc(NC(=O)C3CC3)ccc2O[C@@H]1CN(C)C | 2
83 | COc1ccccc1-c1cnc2c(c1)C(=O)N([C@H](C)CO)C[C@@H](C)[C@H](CN(C)Cc1ccc(F)cc1)O2 | 0
84 | C/C=C/c1cnc2c(c1)C(=O)N([C@@H](C)CO)C[C@@H](C)[C@@H](CN(C)C(=O)Nc1cccc(OC)c1)O2 | -3
85 | C[C@H](CO)N1C[C@H](C)[C@@H](CN(C)Cc2ccc(Oc3ccccc3)cc2)Oc2c(NS(=O)(=O)c3cn(C)cn3)cccc2C1=O | 1
